# WRN inhibitor – inhibitors of human WRN helicase; WRN helicase unwinding, fluorescent forked duplex, kinetic; Potency, µM (highest dose often 114 µM), for inactives: top-dose activity change, negative = inhibition, usual class: inhibitors; 360,000 tested, 0.46% active; AID 651768; further: potency means the concentration at half of the fitted maximal effect; on the % scale 0 is the no-effect control and ±100 the full control effect; nearly all actives have a fitted effect of over 55% in size
#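 Screening of the MLSMR collection measured strand separation of a quenched forked DNA duplex (100 nM) by 20 nM WRN with 2 mM ATP, all final. Compounds were preincubated with enzyme 15 min at room temperature.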
# aSyn yeast inh – rescues yeast growth from alpha-synuclein toxicity | Yeast expressing alpha-synuclein, growth rescue, BacTiter-Glo, 24 h | Potency, µM (highest dose often 46.1 µM), inactives show at the top dose growth rescue (activation), hits mostly activators | 370,000 tested, 0.14% active | AID 652106; further: potency means the concentration at half of the fitted maximal effect; % of control where 0% means no effect; nearly all actives have a fitted effect of over 65% in size
#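 Galactose-induced alpha-syn yeast (OD600=0.02, raffinose-pregrown) + pinned cpd, 24 hr, 30 deg C; growth by BacTiter-Glo luminescence. Growth restoration scores as activation.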
# EPAC1 antagonist – antagonists of human EPAC1; 360,000 tested, 0.14% active; O95398; Potency, µM (highest dose often 115 µM), for inactives: at the highest dose activity change, negative = inhibition, hits mostly inhibitors; EPAC1 GEF assay, Rap1b-BODIPY-GDP exchange fluorescence;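 further: potency means the concentration at half of the fitted maximal effect; plate controls were vehicle for no effect and positive control for full effect; nearly all actives have a fitted effect of over 50% in size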
# IL2 activator – IL-2 activation; activation, % (series mostly up to about 46 µM); 360,000 tested, 0.065% active; AID 652025; IL-2 activation reporter assay, cell-based qHTS; stimulated with anti-CD3/CD4/CD28 beads; in transgenic mouse T cells; in the data active means activation above about 50%; inconclusive means mostly about 30% to 49%; further: 0% is about no effect
#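 EGFP and DsRed fluorescence is measured by plate cytometry in unstimulated transgenic mouse T cells exposed to compound for 60 minutes, then stimulated 18 hours at 37 degrees C with anti-CD3/anti-CD4 beads plus anti-CD28.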
# Abeta rescue – A-beta toxicity reversal in yeast; yeast expressing A-beta42, growth rescue, OD600, 48 h; response scale: 0% DMSO, 100% iron-clioquinol control; Potency, µM (top dose mostly 46.1 µM), for inactives: at the top dose growth rescue, usual class: activators; 410,000 tested, 0.063% active; further: potency means the concentration at half of the fitted maximal effect; nearly all actives have a fitted effect of over 55% in size
#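 Yeast A-beta toxicity model in growth medium with pinned compounds, 48 h at 30 C; growth read as absorbance at 600 nm. Normalized to FeCl3/clioquinol equimolar mix (positive) and DMSO (negative).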
# PLK1 PBD block – blocks phosphopeptide binding to human PLK1 polo-box domain | P53350 | Plk1 PBD binding of FITC phosphopeptide, fluorescence polarization | Potency, µM, inactives show max response, negative = inhibition, usual class: inhibitors | 360,000 tested, 2.8% active; further: potency means the concentration at half of the fitted maximal effect; series mostly up to about 57 µM; on the % scale 0 is the no-effect control and ±100 the full control effect; nearly all actives have a fitted effect of over 65% in size
# Target sequence (P53350 whole entry, looked up, the tested form may be a part): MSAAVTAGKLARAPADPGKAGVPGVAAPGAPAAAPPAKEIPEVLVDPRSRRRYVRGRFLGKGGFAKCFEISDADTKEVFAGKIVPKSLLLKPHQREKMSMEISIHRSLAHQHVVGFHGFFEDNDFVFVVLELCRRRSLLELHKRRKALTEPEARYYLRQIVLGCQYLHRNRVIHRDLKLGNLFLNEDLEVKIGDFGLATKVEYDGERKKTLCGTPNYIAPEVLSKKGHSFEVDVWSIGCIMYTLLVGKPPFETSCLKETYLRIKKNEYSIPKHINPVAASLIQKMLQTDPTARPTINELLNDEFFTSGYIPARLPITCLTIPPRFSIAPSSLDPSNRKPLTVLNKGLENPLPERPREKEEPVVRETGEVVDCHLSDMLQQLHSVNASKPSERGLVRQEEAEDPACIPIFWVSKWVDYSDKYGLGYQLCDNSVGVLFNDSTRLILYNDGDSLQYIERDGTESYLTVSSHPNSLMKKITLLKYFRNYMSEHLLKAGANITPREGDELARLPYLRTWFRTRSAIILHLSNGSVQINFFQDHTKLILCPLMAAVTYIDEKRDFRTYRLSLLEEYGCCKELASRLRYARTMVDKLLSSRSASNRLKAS
# EPAC1 agonist – agonists of human EPAC1; O95398; EPAC1 agonist qHTS, biochemical assay; response scale: 100% = response to 6.5 mM cAMP; Potency, µM (doses to about 154 µM), for inactives: top-dose activation, most hits filed as activators; 360,000 tested, 0.073% active; AID 720707; further: potency means the concentration at half of the fitted maximal effect; nearly all actives have a fitted effect of over 60% in size
#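 Multi-concentration qHTS readout: loss of Rap1B-bound BODIPY-GDP fluorescence driven by 100 nM EPAC1 with excess GDP (50 uM), monitored kinetically at room temperature; agonist response expressed relative to 6.5 mM cAMP.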
# PI5P4Ka inh – inhibitors of human PI5P4K alpha; max response, %; PI5P4Kalpha enzyme, ADP-Glo luminescence, 60 min; stronger effect = lower value; 330,000 tested, 1.2% active; active means max response of -50% or lower; inconclusive means between -30% and -50%; inactive means -30% or higher; further: value at the top dose of about 77 µM; on the % scale 0 is the no-effect control and ±100 the full control effect
# Target sequence (P48426 whole entry, looked up): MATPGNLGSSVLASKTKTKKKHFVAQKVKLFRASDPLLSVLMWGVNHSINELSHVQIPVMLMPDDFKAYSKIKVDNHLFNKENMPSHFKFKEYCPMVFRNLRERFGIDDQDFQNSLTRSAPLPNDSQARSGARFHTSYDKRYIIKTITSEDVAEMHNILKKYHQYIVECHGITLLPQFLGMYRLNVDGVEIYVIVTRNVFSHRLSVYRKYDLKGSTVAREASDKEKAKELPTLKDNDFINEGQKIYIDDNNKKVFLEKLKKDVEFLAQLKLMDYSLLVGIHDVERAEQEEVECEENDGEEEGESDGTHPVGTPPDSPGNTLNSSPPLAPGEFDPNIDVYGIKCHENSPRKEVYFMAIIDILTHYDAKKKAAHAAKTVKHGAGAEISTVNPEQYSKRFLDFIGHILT
#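 Single end-point luminescence (ADP-Glo) quantified ADP from PI5P4Kalpha turnover; ATP 5 microM final, 1 h at RT, 0.1% CHAPS and 0.28 mM EGTA in HEPES pH 7.4.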
# FUS suppressor – suppressors of FUS proteinopathy in yeast. S. cerevisiae FUS-expressing, growth rescue, OD600, 24 h. AID 1347120. Potency, µM (top dose mostly 76.6 µM), for the others: at the top dose growth rescue (activation), hits mostly activators. 390,000 tested, 0.24% active;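 further: potency means the concentration at half of the fitted maximal effect; plate controls were DMSO vehicle for no effect and reference control for full effect; nearly all actives have a fitted effect of over 55% in size; some results filed as inactive show a strong effect at the top dose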
#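 Steps: raffinose overnight preculture; dilution to OD 0.005 in 2% galactose minimal medium; compound addition (concentration series); 24hr at 30C, 99% humidity; absorbance read at 600 nm.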
# Starred values were filed as active, the others as inactive; ? = inconclusive; nt = not tested or not shown; & = joins results of further samples; [ ] = remark or other dose. Unless noted, the call rests on the fitted dose curve; in most records, active means well fitted curve in the direction sought with a large enough effect; inconclusive means small, poorly fitted or top-dose-only effect, or another doubt; inactive means no such curve, though single readings can be large; an effect the other way counts as inactive or inconclusive.
Molecule,WRN inhibitor,aSyn yeast inh,EPAC1 antagonist,IL2 activator,Abeta rescue,PLK1 PBD block,EPAC1 agonist,PI5P4Ka inh,FUS suppressor
CCN1CCN(C(=S)Nc2sc(C)c(-c3ccccc3)c2C(=O)OC)CC1,-17%,1%,-11%,-0.4,-25%,-9%,-9%,2,17%
Cc1ccc(C(=O)N2CCC3(CC2)Oc2ccc(F)cc2C(=O)C32CC(c3ccc(Cl)cc3)=NO2)s1 (stereo not given),-4%,17%,2%,0.8,4%,0%,0%,6,7%
O=C(N/N=C/c1c[nH]c2ccccc12)c1ccccc1O,-11%,2%,-9%,-0.7,-16%,-3%,1%,-9,24%
Nc1nc2ccccc2n1CCOc1ccc(Br)cc1,-5%,1%,-3%,0.1,-19%,9%,-7%,20,?
COc1cc(/C=C/C(=O)OCC(=O)NC2CC2)cc(OC)c1OC,8%,-17%,4%,0.4,7%,-12%,5%,-1,3%
Cn1ncc2c1NC(c1ccc(F)cc1)SCC2=O (stereo not given),13%,-3%,7%,-3.2,7%,?,-17%,3,-9%
C#CCn1cc(/C=N/NC(=O)COc2cccc3cccnc23)c2ccccc21,?,-6%,?,1.8,3%,-9%,11%,-25,?
S=C(Nc1ccc(Cl)cc1)N1CCN(C2CCCCC2)CC1,7%,7%,-4%,-1.5,-14%,-13%,3%,nt,16%
COc1ccc(Br)cc1/C=c1\sc2nc(-c3ccco3)nn2c1=O,35µM*,2%,-21%,0.4,3%,?,-9%,-59*,17%
C(=NOCCc1ccccc1)c1ccccn1,0%,15%,2%,0.0,26%,0%,6%,1,-8%
Cc1ccc2c(C)c(C(=O)Nc3c(C)n(C)n(-c4ccccc4)c3=O)oc2c1C,1%,8%,-17%,-2.6,9%,1%,-4%,2,nt
c1ccc(CNC2=NCCCCC2)cc1,4%,-3%,11%,-2.9,-3%,-1%,-9%,nt,6%
COc1ccccc1CCNS(=O)(=O)c1cn(C)c(=O)n(C)c1=O,0%,0%,2%,-3.3,-2%,-8%,6%,3,-13%
CC(=O)Nc1c(C(=O)O)oc2ccccc12,8%,-10%,11%,-2.9,-10%,-6%,3%,nt,24%
COc1ccc(C(=O)/C=C/c2ccc(N3CCCCC3)c([N+](=O)[O-])c2)c(OC)c1,-16%,5%,-2%,-1.2,-14%,4%,-13%,1,10%
O=C(NC1CCCC1)c1nc2c(nnn2Cc2ccccc2Cl)c(=O)[nH]1,-7%,-8%,5%,-0.8,-4%,-10%,6%,nt,3%
O=C(O)Cc1sc(N/N=C\c2ccncc2)nc1-c1ccccc1,-17%,-1%,-12%,-2.1,5%,-30%,8%,?,?
CC(C)C(NC(=O)C1CCC(C(C)(C)C)CC1)C(=O)NCc1cccnc1 (stereo not given),2%,0%,3%,-1.9,-4%,-7%,2%,2,15%
O=c1oc(-c2cccs2)nc2c1cnn2-c1ccccc1,-13%,6%,9%,2.8,8%,-7%,8%,nt,9%
COC(=O)Cn1cc(C(=O)C2CC2)c2ccccc21,2%[57.1 µM],8%,8%,-2.8,10%,-10%,-1%,8,21%
O=C(NC(CO)C(O)c1ccc([N+](=O)[O-])cc1)C(Cl)Cl (stereo not given),0%,-5%,2%,0.0,-25%,-5%,-21%,-12,-34%
COc1cccc(C(=O)OCCN2CCOCC2)c1,5%,-3%,0%,-2.6,-3%,-1%,0%,3,-39%
COc1cc(O)c(C(CCN2CCCCC2)c2cc(OC)c(OC)c(OC)c2)c(OC)c1 (stereo not given),4%,-1%,-4%,-0.3,-9%,-12%,-1%,0,-1%
O=c1cc(NS(=O)(=O)c2ccccc2)nc(SCc2ccccc2Cl)[nH]1,-4%,3%,-9%,-0.5,6%,0%,3%,0,nt
COC(=O)c1ccc2[nH]c(C)c(CN3CCCC3)c(=O)c2c1,7%[57.1 µM],-7%,10%,0.0,-8%,-5%,-2%,-2,-7%
O=C(O)c1ccc2c(=O)n(Cc3ccccc3)c(SCc3ccc([N+](=O)[O-])cc3)nc2c1,-12%,0%,-12%,-4.1,2%,?,4%,?,-10%
CCN(CC)CCNC(=O)c1cn(CCOC)c(=O)c2c1c1ccccc1n2C,0%,0%,0%,-1.1,3%&-37%,-4%,4%,1,-23%&6%
COC(=O)c1scc(S(=O)(=O)C(C)(C)C)c1N,-5%,1%,-1%,-1.3,-7%,-1%,14%,4,7%
Cc1ccc(S(=O)(=O)Nc2ccc(Br)cc2C(NCC(=O)O)c2ccccc2)cc1 (stereo not given),-8%,-6%,?,-2.9,-5%,-18%,-20%,6,nt
Cc1ccc(NC(=S)N2CCCCCC2)c(C)c1,-5%,-1%,-18%,-3.5,?,-5%,3%,2,-14%
CCOc1ccc(C(=O)NC(C(=O)NCCc2ccc(OC(F)F)cc2)C(C)C)cc1 (stereo not given),2%,3%,-6%,0.2,-20%,-7%,-13%,5,20%
COc1ccc(C)cc1NC(=O)CN1CCCC1c1ccc2c(c1)OCCCO2 (stereo not given),-3%,2%,4%,0.7,3%,-1%,15%,6,nt
O=C(c1ccccc1)C(C(=O)N1CCCCC1)n1ccccc1=O (stereo not given),6%,0%,-5%,0.9,-3%,-3%,11%,0,18%
O=C(NCC1CCCO1)c1cc(NS(=O)(=O)c2cccs2)cc(NS(=O)(=O)c2cccs2)c1 (stereo not given),-11%,-4%,-5%,0.2,-11%,-4%,-9%,-1,3%
COC(=O)C1=C(C(=O)OC)C2C=CC1C1C(OC(C)=O)C(OC(C)=O)C21 (stereo not given),-3%,2%,13%,-0.7,-4%,4%,-9%,-2,23%
CCCCSc1nnc(-c2c[nH]c3ccccc23)n1C,-4%,-5%,-15%,-1.3,4%,-3%,-8%,11,-16%
Cc1noc(C)c1S(=O)(=O)N(CC(=O)Nc1ccc2c(c1)OCO2)c1ccc(C(C)C)cc1,2%,0%,-4%,-4.2,5%,1%,11%,0,-16%
CCN(c1ccccc1)S(=O)(=O)c1ccc(OC)c(NC(=O)C2CC(=O)N(Cc3ccccc3)C2)c1 (stereo not given),-6%,-12%,-27%,-0.3,12%,-9%,-1%,-13,?
CCOC(=O)Cc1csc(NC(=O)c2ccc([N+](=O)[O-])cc2[N+](=O)[O-])n1,-10%,-3%,-10%,-0.1,-4%,1%,-6%,-16,17%
O=C(/C=C/c1cccc([N+](=O)[O-])c1)OC1CCCCC1=O (stereo not given),-1%,13%,-2%,-1.1,-3%,-3%,4%,1,-9%

# 3 of the compounds above, as labelled records.
SMILES: COc1cc(O)c(C(CCN2CCCCC2)c2cc(OC)c(OC)c(OC)c2)c(OC)c1 (stereo not given)
  WRN inhibitor: 4%; aSyn yeast inh: -1%; EPAC1 antagonist: -4%; IL2 activator: -0.3; Abeta rescue: -9%; PLK1 PBD block: -12%; EPAC1 agonist: -1%; PI5P4Ka inh: 0; FUS suppressor: -1%

SMILES: O=C(/C=C/c1cccc([N+](=O)[O-])c1)OC1CCCCC1=O (stereo not given)
  WRN inhibitor: -1%; aSyn yeast inh: 13%; EPAC1 antagonist: -2%; IL2 activator: -1.1; Abeta rescue: -3%; PLK1 PBD block: -3%; EPAC1 agonist: 4%; PI5P4Ka inh: 1; FUS suppressor: -9%

SMILES: O=C(O)c1ccc2c(=O)n(Cc3ccccc3)c(SCc3ccc([N+](=O)[O-])cc3)nc2c1
  WRN inhibitor: -12%; aSyn yeast inh: 0%; EPAC1 antagonist: -12%; IL2 activator: -4.1; Abeta rescue: 2%; PLK1 PBD block: ?; EPAC1 agonist: 4%; PI5P4Ka inh: ?; FUS suppressor: -10%

# Other entries:
Molecule,WRN inhibitor,aSyn yeast inh,EPAC1 antagonist,IL2 activator,Abeta rescue,PLK1 PBD block,EPAC1 agonist,PI5P4Ka inh,FUS suppressor
CCn1cc(CNC(=O)c2ccc3nc(Cc4ccc(OC)cc4)oc3c2)cn1,-6%,-1%,-5%,-2.9,-2%,-9%,-8%,3,25%
O=C(CSc1ncccn1)NCc1cccc(Cl)c1,-3%,3%,0%,-1.0,1%,-5%,10%,0,-40%
COc1ncnc2c1ncn2CCCNc1ccc(C)c(C)c1,7%,2%,4%,-3.3,0%,-13%,-12%,-2,-18%
O=C(N/N=C/c1ccc(F)cc1)c1cc(-c2ccco2)nc2ccccc12,40µM*,-11%,79µM*,1.1,-20%,?,0%,-111*,?
O=c1oc(-c2ccc([N+](=O)[O-])cc2)nc2ccccc12,7%,-3%,11%,1.1,0%,1%,-10%,0,-43%
Cc1ccc2c(c1)C1(C(=O)N2)N2CCCC2C(C(=O)c2ccc3ccccc3c2)C12C(=O)Nc1ccccc12 (stereo not given),-7%,11%,-13%,0.1,-7%,-9%,18%,-28,?
CCN(Cc1ccc(OC)c(F)c1)C(=O)c1cc2ccccc2o1,-1%,2%,0%,-0.7,2%,-9%,5%,1,16%
CN(C)C(=O)c1nc2ccc(Cl)cn2c1CN1CCCC(OCc2cccnc2)C1 (stereo not given),5%,5%,9%,-1.9,3%,3%,-6%,-8,33%
O=[N+]([O-])c1ccc(CN2CCCCCC2)s1,-4%,-4%,-5%,-0.4,-4%,-16%,1%,-21,nt
COc1ccc(CCNC(=O)CN(c2ccccc2OC)S(C)(=O)=O)cc1,0%,-1%,-8%,-2.8,5%,0%,4%,nt,17%
CCOC(=O)C1CCN(C(c2cccc(F)c2)c2sc3nc(C)nn3c2O)CC1 (stereo not given),-5%,0%,2%,2.5,-6%,-5%,1%,-1,14%
Cc1ccc(NC(=O)COC(=O)CN2CSCC2=O)cc1C,1%,-6%,3%,0.3,12%,-12%,2%,6,-10%
COc1ccc(Cl)cc1NC(=S)N1CCN(c2ncccn2)CC1,3%,5%,-15%,-0.1,9%,-5%,5%,0,-3%
CC(C)OCC(O)CN1CCN(CC(O)COc2ccc3c(c2)OCO3)CC1 (stereo not given),6%,3%,-4%,-0.7,7%,-7%,8%,nt,13%
O=C(c1ccco1)N1CCN(c2nc(-c3ccc(F)cc3)cs2)CC1,3%,-5%,0%,1.1,-16%,-9%,9%,10,43%
Cc1ccc(CCN2CC(C(=O)NCCN3CCCCCC3)CC2=O)cc1 (stereo not given),-3%,2%,3%,1.5,16%,-2%,-14%,11,4%

# Screening results deposited in PubChem BioAssay by National Center for Advancing Translational Sciences (NCATS).
